Source: PubChem BioAssay (National Center for Advancing Translational Sciences (NCATS))
ATXN2 expr inh = Primary qHTS for Inhibitors of ATXN expression | HEK-293 ATXN2-luciferase reporter, luminescence, 24 h | Potency, µM (titrated, usually from 57 µM), for the others: top-dose activity change, negative = inhibition, hits mostly inhibitors | actives 0.72% (n = 360,000) | AID 1745845, 2022; further: potency means the concentration at half of the fitted maximal effect; on the % scale 0 is the no-effect control and ±100 the full control effect; nearly all actives have a fitted effect of over 55% in size
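ATXN2-luciferase reporter cells (luciferase flanked by upstream and downstream ATXN2 gene portions) were treated 24 h at 37 °C with compounds at up to 57 uM. SteadyGlo luminescence gave expression; GF-AFC fluorescence gave viability.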
HepG2 tox = qHTS for Inhibitors of TGF-b: Cytotox Counterscreen; AID 588856, 2011; HepG2 CAGA-GFP viability, ATP luminescence, 18 h; actives 0.76% (n = 410,000); Potency, µM (highest dose often 46.1 µM), without a hit: at the highest dose activity change, negative = cytotoxicity, hits mostly cytotoxic; further: potency means the concentration at half of the fitted maximal effect; some results filed as inactive show a strong effect at the top dose
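CellTiter-Glo luminescence gave cytotoxicity after 18 hours at 37 degrees C. The cells were HepG2 CAGA-GFP in 1% FBS DMEM, stimulated with 500 pg/mL TGF-beta after compound addition. %Activity was normalised to no-cell wells (complete cell-killing) and DMSO (no toxicity), and curves were fitted and classified.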
MCF10A rereplic = A quantitative high throughput screen for small molecules that induce DNA re-replication in MCF 10a normal breast cells. actives 2.9% (n = 350,000). MCF 10A DNA re-replication, Hoechst nuclear intensity, 48 h. Potency, µM (doses to about 46.1 µM), for inactives: at the top dose activity, positive = re-replication, most hits filed as activators; further: potency means the concentration at half of the fitted maximal effect; % of control where 0% means no effect; nearly all actives have a fitted effect of over 50% in size
S2 tox = Viability Counterscreen for Primary qHTS for Inhibitors of ATXN expression | S2 cells (HEK-293 line with an ATXN2-luciferase reporter) viability, CellTiter-Fluor protease fluorescence, 24 h | Potency, µM (doses to about 56.7 µM), hits mostly cytotoxic | AID 651635, 2014 | actives 0.49% (n = 400,000); further: potency means the concentration at half of the fitted maximal effect; nearly all actives have a fitted effect of over 40% in size
IL-1B inflam inh = qHTS for Inhibitors of Inflammasome Signaling: IL-1-beta AlphaLISA Primary Screen; THP-1 LPS/ATP IL-1B secretion, AlphaLISA, 16 h; active compounds read low; activity change, % at 57.5 µM; actives 4.7% (n = 360,000); in the data active means activity change below about -50%; inconclusive means mostly about -30% to -49%; further: on the % scale 0 is the no-effect control and ±100 the full control effect
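THP-1 cells pretreated 1 hr with compounds (up to 57.5 uM final), then stimulated with LPS (250 ng/mL final) plus ATP (1.25 mM final); secreted IL-1B measured by AlphaLISA after 16 hr, decreased signal indicating inhibition.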
HT1080 IDH1KD tx = qHTS for induction of synthetic lethality in tumor cells producing 2HG: qHTS for the HT-1080-IDH1KD cell line; HT-1080 IDH1 knockdown viability, ATP luminescence, 48 h; Potency, µM (doses to about 46.1 µM), inactives show at the highest dose activity, negative = toxicity, usual class: cytotoxic; actives 2% (n = 360,000);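 further: potency means the concentration at half of the fitted maximal effect; 0% = DMSO wells and -100% = cell-free medium wells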
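After a 2 h attachment period, IDH1KD HT-1080 cells took pin-transferred compound for 48 h at 37 °C; ATP-based luminescence after 10 min room-temperature reagent incubation reported viability.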
KB-3-1 cytotox = qHTS assay for MDR1-selective chemotherapeutics: Primary screen using the parental adenocarcinoma cell KB-3-1 | KB-3-1 viability, CellTiter-Glo ATP luminescence, 72 h | Potency, µM (top dose mostly 46.1 µM), for the others: at the top dose activity change, negative = cytotoxic, usual class: cytotoxic | actives 1.4% (n = 400,000); further: potency means the concentration at half of the fitted maximal effect; on the % scale 0 is the no-effect control and ±100 the full control effect; nearly all actives have a fitted effect of over 60% in size
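KB-3-1 parental drug-naive adenocarcinoma cells in DMEM/10% FBS, incubated 72 h at 37 C with pin-transferred compounds across a concentration series. Viability by CellTiter-Glo luminescence; concentration-response curves fitted after normalization.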
SW480 rereplic = A quantitative high throughput screen for small molecules that induce DNA re-replication in SW480 colon adenocarcinoma cells; SW480 DNA re-replication, Hoechst DNA content imaging, 48 h; Potency, µM (top dose mostly 46.1 µM), for the others: top-dose re-replication activation, actives largely listed as activators; actives 1.8% (n = 340,000); AID 624297, 2012; further: potency means the concentration at half of the fitted maximal effect; % of control where 0% means no effect; nearly all actives have a fitted effect of over 55% in size
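Per well, 250 cells were exposed to pinned compound for 48 hr. Nuclear DNA was visualised with Hoechst (40 min, 37 C) and total object intensity recorded by fluorescence scanning.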
HT1080-NT tox = qHTS for induction of synthetic lethality in tumor cells producing 2HG: qHTS for the HT-1080-NT fibrosarcoma cell line. actives 1.6% (n = 360,000). Potency, µM (doses to about 46.1 µM), without a hit: at the highest dose activity, negative = less viability, usual class: cytotoxic. AID 686970, 2013. HT-1080-NT fibrosarcoma viability, CellTiter-Glo ATP luminescence, 48 h;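 further: NT is the 2HG producing partner of a matched IDH1 knockdown line; potency means the concentration at half of the fitted maximal effect; 0% = DMSO-treated cells and -100% = media-only wells without cells; nearly all actives have a fitted effect of over 55% in size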
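A 48-hour cytotoxicity screen used HT-1080-NT cells plated 2 hours before compound delivery. ATP-based CellTiter-Glo luminescence measured viability, normalized to DMSO and no-cell controls.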
* = called active by the depositor; i = inactive; ? = inconclusive; / = not tested or not shown; & = joins results of further samples; [ ] = dose if it differs, or a comment. Unless noted, the call rests on the fitted dose curve; in most records, active means well fitted curve in the direction sought with a large enough effect; inconclusive means small, poorly fitted or top-dose-only effect, or another doubt; inactive means no such curve, though single readings can be large; an effect the other way counts as inactive or inconclusive.

Compound,ATXN2 expr inh,HepG2 tox,MCF10A rereplic,S2 tox,IL-1B inflam inh,HT1080 IDH1KD tx,KB-3-1 cytotox,SW480 rereplic,HT1080-NT tox
COc1ccc(CC(=O)OCC(=O)N2CCCc3ccccc32)cc1,1.3%,-2.7%,-2.2%,i,5.6,8.6%,-1.7%,2.4%,5.1%
O=C(O)/C=C/C(=O)Nc1ccccc1C(=O)Nc1ccccc1,5.2%,7.5%,14.8%,i,18.1,-14.7%,1.9%,-12.4%,-14.5%
Oc1c(Cl)cc(Cl)cc1/C=N/c1nccs1,-16.3%,-8.4%,14.6µM*,i,-13.0,-15.2%,-15.7%,-1.4%,-10.6%
O=C(NCC(c1ccco1)N1CCc2ccccc2C1)c1ccccc1Cl (stereo not given),2.3%,-19.8%,1.2%,i,-10.4,3.6%,4.3%,0.2%,5.6%
CN1C[C@@H]2[C@@H]3C(=O)N(Cc4ccccc4)C(=O)[C@@H]3[C@](Cc3ccccc3)(C1=O)N2C(=O)c1ccc(F)cc1,7.9%,0.3%,12.8%,i,1.5,0.0%,0.4%,6.9%,1.7%
COc1ccccc1CNC(=O)CCn1c(=O)c2ccccc2n(CC(=O)Nc2ccc(C)cc2Cl)c1=O,-3.3%,-15.9%,/,i,/,/,-8.2%,/,/
c1ccc(-c2nccnc2-c2ccccc2)cc1,-16.2%,13.2%,-3.1%,i,32.7,5.2%,12.0%,-34.6%[inhibitor],-3.7%
CS(=O)(=O)c1ccc(C(=O)NNC(=O)c2cc(-c3ccccc3)n[nH]2)cc1,-6.6%,-2.4%,1.5%,i,1.0,4.0%,3.1%,-4.1%,0.7%
CN(C)CCNC(=O)c1c(O)c2c([nH]c1=O)CCCC2,3.4%,11.4%,7.1%,i,5.8,13.2%,-7.3%,5.6%,5.4%
O=C(NCCN1CCOCC1)c1cc(-c2ccco2)on1,-11.3%,-24.0%,3.2%,?,3.3,10.3%,?,1.2%,3.9%
NC(=O)N/N=C/c1c(F)cccc1F,2.0%,-5.2%,-1.3%,i,-12.7,-2.8%,0.0%,-0.8%,3.8%
COc1ccccc1C(C(=O)c1ccccc1)c1ccc(O)cc1 (stereo not given),/,/,/,/,?,-17.1%,-8.9%,/,-29.7%
COc1ccc(S(=O)(=O)Oc2c(OC)cc(C(=S)N3CCOCC3)cc2OC)cc1,-1.2%,11.4%,-3.0%,i,21.3,3.3%,21.7%,-2.9%,-2.9%
O=C(Nc1ccc(C(=O)N2CCCC2)cc1)c1ccc(F)cc1Cl,1.3%,12.8%,1.8%,i,-10.6,-2.3%,4.4%,-2.3%,-4.9%
COC(=O)c1c(NS(=O)(=O)Cc2ccccc2)sc2c1CCCC2,-0.7%,-22.6%,-9.0%,i,35.9,-2.9%,-7.7%,3.3%,2.0%
COc1ccc(CC(=O)Nc2cc(S(=O)(=O)N3CCCC3)ccc2Cl)c(OC)c1,-24.7%,-17.1%,-2.2%,i,-3.9,-0.3%,3.3%,-6.9%,1.1%
O=C(CSc1nc2c([nH]c3ccccc32)c(=O)n1-c1ccccc1)NCC1CCCO1 (stereo not given),-5.4%,-13.9%,0.4%,i,-20.8,-1.1%,18.9%,0.1%,0.7%
COCCCNc1nc2nonc2nc1N1C[C@H]2CC[C@H]1C2,-2.2%,-10.5%,-0.4%,i,18.0,-17.5%,6.2%,-125.4%[inhibitor],-1.3%
CC(C(=O)Nc1ccc(S(=O)(=O)N2CCOCC2)cc1)N1C(=O)C2CC=CCC2C1=O (stereo not given),3.8%,4.3%,0.3%,i,-9.0,13.4%,10.4%,5.1%,15.7%
CCCCN(Cc1ccccc1)S(=O)(=O)c1ccc2c(c1)CC(C)N2C(=O)CC (stereo not given),5.5%,-28.1%,/,i,/,/,?,/,/
CN(Cc1ccc(C(F)(F)F)cc1)C(=O)[C@H]1O[C@@H](n2ccc(=O)[nH]c2=O)[C@H](O)[C@@H]1O,8.1%,12.6%,/,i,-22.4,15.5%,0.1%,/,25.6%
O=C(COC(=O)c1cc(=O)[nH]c2ccccc12)NC1CCCCCCC1,14.1%,-0.4%,0.5%,i,13.7,-0.5%,5.3%,-4.2%,-6.0%
CCOc1cc(-c2sc(Nc3ccccc3)n[n+]2C)ccc1OC,-5.5%,-4.0%,2.8%,i,-5.0,-0.3%,-0.7%,-7.3%,-3.1%
CCC1CCCCN1C(=O)CCn1c(=O)oc2ccccc21 (stereo not given),-20.1%,-8.5%,3.4%,i,-2.0,1.8%,2.1%,?,-0.7%
O=C(Cc1ccc(F)cc1)N1CCN=C1SCc1cccc([N+](=O)[O-])c1,-10.7%,21.4%,3.7%,i,26.2,17.8%,4.5%,1.0%,2.6%
Cc1c(C(=O)Nc2ccncc2)sc2nc(-c3ccc(F)cc3)cn12,-19.6%,-35.4%,?,?,11.3,?,11.0%,0.8%,?
CC1CCN(C(=O)CN(c2ccccc2)S(=O)(=O)N(C)C)CC1,4.1%,-2.8%,-2.8%,i,-2.6,8.1%,?,-11.1%,24.9%
Cc1onc(-c2ccccc2)c1C(=O)N/N=C/c1cccs1,/,57.1%,0.0%,i,-2.4,-0.1%,0.1%,-4.5%,-1.8%
COCc1cc(C)nc(SCc2ccccc2)c1C#N,6.9%,1.7%,-1.7%,i,0.0,2.9%,0.4%,-42.3%[inhibitor],2.3%
Cc1ccc(N2C(=O)C(Cl)=C(N3CCN(C)CC3)C2=O)c(C)c1,3.6%,-2.9%,-2.6%,i,8.4,-1.4%,17.4%,-2.5%,-4.0%
CC1CCCCN1C(=O)COC(=O)C1CCN(S(=O)(=O)c2ccc(Cl)c(C(F)(F)F)c2)CC1 (stereo not given),-25.7%,-8.4%,0.8%,i,5.6,0.4%,-1.4%,-415.2%[inhibitor],-8.4%
CC(C)C(c1nnnn1C1CCCCC1)N1CCc2ccccc21 (stereo not given),-1.1%,-11.3%,?,i,5.3,-21.5%,-6.8%,?,-5.8%
CCNc1nc(N)c(C(=O)c2ccc(Cl)s2)s1,43.4%[activator],-0.8%,0.92µM*,i,-96.4*,-12.8%,?,?,-11.1%
NS(=O)(=O)c1ccc(NC(=O)COc2ccc(C(=O)c3ccc(F)cc3)cc2)cc1,-23.4%,-5.4%,2.0%,i,?,-18.5%,0.0%,-4.0%,-12.1%
CC1(c2ccccc2)NC(=O)N(CC(=O)Nc2cc3c(cc2Br)OCCO3)C1=O (stereo not given),-0.3%,-4.6%,2.6%,i,-14.8,0.5%,4.1%,-530.0%[inhibitor],-4.5%
CC(=O)N1CCC(C(=O)OCc2ccc(Cl)cc2)(c2ccccc2)CC1,-17.4%,-6.8%,10.6%,i,?,?,-12.2%,2.2%,?
CCCCNC(=O)C1(C)CCCCN1C(=O)c1ccc2c(c1)C(C)(C)CCC2(C)C (stereo not given),?,-23.9%,/,?,-4.8,?,?,/,?
CN(C)C(CNC(=O)c1ccc(S(=O)(=O)NCc2ccco2)cc1)c1ccccc1 (stereo not given),7.3%,3.3%,2.7%,i,-9.8,-2.6%,-1.9%,0.3%,4.2%
O=C(Nc1ccnn1C1CCN(C(=O)Cc2ccccc2F)CC1)C1CC1,2.4%,16.5%,0.2%,i,i,26.4%,4.1%,?,3.8%
CCOC(=O)C1C(=O)OC2(CCOC(C)(C)C2)C1C(=O)OCC (stereo not given),-4.7%,6.6%,2.3%,i,0.0,3.6%,5.6%,3.1%,5.2%
COC(C[C@@H](O)[C@@H](C)[C@@H](O)COCc1ccccc1)OC,-5.1%,0.7%,-15.0%,i,-1.5,1.0%,8.9%,1.6%[9.22 µM],8.8%
COc1ccc(N2CCN(CCCNC(=O)Nc3ccccc3)CC2)cc1,-6.7%&-4.1%,-11.6%&-27.3%,1.7%,i,-18.7,8.0%,-1.1%&0.0%,-5.0%,-2.0%
OC(CNCCc1ccc(Cl)cc1)COc1cc(Cl)ccc1Cl (stereo not given),?,-105.0%,?,?,-18.1,-1.0%,?,-4.0%,-2.5%
Cc1ccc2c(c1)C(c1ccccc1)CC(=O)O2 (stereo not given),-2.9%,-2.0%,-0.1%,i,18.7,-0.2%,10.4%,-4.2%,-1.6%
C[C@H](CO)N1C[C@H](C)[C@@H](CN(C)C(=O)C2CCCCC2)OCc2cnnn2CCCC1=O,-1.3%,-32.0%,/,i,2.8,3.1%,-0.7%,/,2.1%

Compound profiles, from the list above. Values in the order: ATXN2 expr inh | HepG2 tox | MCF10A rereplic | S2 tox | IL-1B inflam inh | HT1080 IDH1KD tx | KB-3-1 cytotox | SW480 rereplic | HT1080-NT tox
Results for `C[C@H](CO)N1C[C@H](C)[C@@H](CN(C)C(=O)C2CCCCC2)OCc2cnnn2CCCC1=O` : -1.3% | -32.0% | / | i | 2.8 | 3.1% | -0.7% | / | 2.1%
Results for `OC(CNCCc1ccc(Cl)cc1)COc1cc(Cl)ccc1Cl` (stereo not given) : ? | -105.0% | ? | ? | -18.1 | -1.0% | ? | -4.0% | -2.5%
Results for `CCCCNC(=O)C1(C)CCCCN1C(=O)c1ccc2c(c1)C(C)(C)CCC2(C)C` (stereo not given) : ? | -23.9% | / | ? | -4.8 | ? | ? | / | ?
